PP5 primary: blocks human protein phosphatase 5 activity; AID 1987; inhibition, % at 6.7 µM; actives 0.18% (n = 320,000); purified PP5c, OMFP substrate fluorescence;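 active means inhibition above the campaign's mean inhibition across all tested compounds plus 3 SD, cut at about 9.5% in these data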;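 further: 0% = DMSO only and 100% = 100 µM cantharidin control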
CTSL1 counter: cathepsin L1 inhibition, PFM18AAP counter-screen; recombinant F. hepatica cathepsin L1, Z-Leu-Arg-MCA fluorescence; inhibition, % at 5.96 µM; actives 0.49% (n = 300,000); AID 1906;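 active means inhibition above the mean of all tested compounds plus 3 SD, set per screening campaign, cut at about 17% in these data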;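 further: 0% = plate median of test compound wells and 100% = 1 µM Z-Phe-Ala-diazomethylketone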
PAFAH2 inh: inhibitors of human PAFAH2; Q99487; recombinant PAFAH2, FP-rhodamine activity probe, fluorescence polarization; inhibition, % at 3.39 µM; actives 0.99% (n = 340,000);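 active means inhibition above the mean over all tested compounds plus 3 SD, cut at about 30% in these data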;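 further: inhibitors block probe labeling of enzyme so polarization drops; 0% = enzyme with DMSO and 100% = wells lacking PAFAH2 protein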
proCasp7 act: counter-screen: procaspase-7 (human) activation; actives 0.093% (n = 330,000); activation, % at 8.5 µM; recombinant procaspase-7, Ac-DEVD-pNA absorbance 405 nm; D23A/D198A/D206A triple mutant, cannot self-cleave; scale: DMSO 0, 5 µM enzyme 100; P55210;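 active means percent activation above the screen-wide mean plus 3 SD, cut at about 25% in these data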
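Assay system: Uncleavable procaspase-7 mutant enzyme; Input: 2 µM procaspase-7 mutant as dispensed; Also added: DEVD-pNA substrate; Medium: Zinc-free HEPES pH 7.4 with 300 mM NaCl, 0.01% Triton X-100; Timing: 1 h compound preincubation, 2 h substrate cleavage, 25 °C; Measured by: Epi-absorbance of released pNA at 405 nm, two timepoints.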
AHR activator: activators of human aryl hydrocarbon receptor; P35869; AID 2796; AHR-responsive luciferase reporter cells, luminescence; actives 2.5% (n = 320,000); activation, % at 5 µM; in the data active means activation above about 47%;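 further: 0% = vehicle wells and 100% = reference agonist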
Target sequence (P35869 whole entry, looked up): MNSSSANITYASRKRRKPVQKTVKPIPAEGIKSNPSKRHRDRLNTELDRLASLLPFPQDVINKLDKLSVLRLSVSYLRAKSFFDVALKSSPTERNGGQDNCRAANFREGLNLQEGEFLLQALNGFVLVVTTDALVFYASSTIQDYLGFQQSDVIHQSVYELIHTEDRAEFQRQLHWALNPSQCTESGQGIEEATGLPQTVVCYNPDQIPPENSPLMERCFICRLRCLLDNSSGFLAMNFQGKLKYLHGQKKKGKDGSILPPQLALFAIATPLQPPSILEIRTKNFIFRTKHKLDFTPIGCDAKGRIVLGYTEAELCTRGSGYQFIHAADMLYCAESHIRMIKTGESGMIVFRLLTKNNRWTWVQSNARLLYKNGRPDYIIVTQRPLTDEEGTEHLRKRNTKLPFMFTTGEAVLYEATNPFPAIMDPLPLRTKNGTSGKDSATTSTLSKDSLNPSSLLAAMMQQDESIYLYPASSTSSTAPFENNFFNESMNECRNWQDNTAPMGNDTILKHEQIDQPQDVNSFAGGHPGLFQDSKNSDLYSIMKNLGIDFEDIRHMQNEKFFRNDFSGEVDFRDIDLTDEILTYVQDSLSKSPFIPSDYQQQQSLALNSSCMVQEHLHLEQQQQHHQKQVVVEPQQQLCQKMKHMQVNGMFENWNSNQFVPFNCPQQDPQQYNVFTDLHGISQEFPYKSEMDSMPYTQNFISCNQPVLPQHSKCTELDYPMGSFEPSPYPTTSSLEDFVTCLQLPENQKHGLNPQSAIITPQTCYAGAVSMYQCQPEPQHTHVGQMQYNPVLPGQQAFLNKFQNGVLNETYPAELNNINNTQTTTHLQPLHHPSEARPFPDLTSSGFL
procasp3 activ: activates human procaspase-3; recombinant procaspase-3 D3A, Ac-DEVD-pNA absorbance 405 nm; P42574; actives 0.11% (n = 330,000); activation, % at 8.5 µM; AID 463141;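 active means activation above the mean of all tested compounds plus 3 SD, cut at about 21% in these data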;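 further: 0% = DMSO alone and 100% = DMSO wells spiked with extra 5 µM PC-3 D3A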
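Assay system: Autoprocessing-dead procaspase-3 D3A mutant enzyme; also added: Ac-DEVD-pNA; doses: one concentration, 8.5 µM nominal, 0.8% DMSO; times: 1 h compound preincubation, 2 h substrate hydrolysis at 25 °C; technique: 405 nm absorbance of p-nitroaniline, reads at 0 and 120 min; measure: % activation between DMSO and enzyme-spiked controls; repeats: single replicate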
core dimer inh: HCV core protein dimerization inhibition. TR-FRET GST/Flag-core106 dimerization, 1536-well. inhibition, % at 5 µM. actives 0.33% (n = 300,000). AID 1899;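 active means inhibition above the mean of all tested compounds plus 3 SD, set per screening campaign, cut at about 45% in these data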
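Assay system: tagged HCV core106 pair (GST and Flag); medium: KF-containing HEPES buffer, pH 7.45, DTT, CHAPS, BSA; also added: Eu donor and XL665 acceptor anti-tag antibodies; dosing: 5 µM single dose; timing: compound-protein-antibody incubation 4 h at 22.5 °C; signal: TR-FRET 671 and 617 nm emission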
TPT1 inh: blocks Candida albicans tRNA 2'-phosphotransferase. actives 0.81% (n = 300,000). inhibition, % at 5 µM. AID 1962. recombinant caTPT1, FP RNA substrate dephosphorylation;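 active means inhibition above the mean of all tested compounds plus 3 SD, set per screening campaign, cut at about 24% in these data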;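 further: plate controls were DMSO alone for no effect and ferristatin control at 100 nM for full effect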
PP1 counter: counter-screen for PP5 inhibitors: inhibitors of human PP1-alpha | actives 0.9% (n = 320,000) | purified PP1alpha, OMFP fluorescence | inhibition, % at 6.7 µM | P62136;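 active means inhibition above the mean inhibition of all tested compounds plus 3 SD, computed separately for each screening campaign, cut at about 15% in these data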
An asterisk follows results filed as active; x = no result given. Compounds as they come; overall some 5.6% were active at least once.

structure	PP5 primary	CTSL1 counter	PAFAH2 inh	proCasp7 act	AHR activator	procasp3 activ	core dimer inh	TPT1 inh	PP1 counter
CCOC(=O)C1CCN(C(=O)Cn2nc(C)n3c(cc4cc(C)ccc43)c2=O)CC1	3.1	-2	2	-1	4	-3	-2	-3	-3
Cn1c(=O)c2c([nH]c(=S)n2CCCc2ccccc2)n(C)c1=O	2.7	0	11	-29	0	-19	-5	-2	-4
Cn1c(-c2ccccc2)c[n+]2c1-c1ccccc1C2	-3.2	1	-2	5	9	-1	-5	0	-3
C=C1N(c2ccc(Cl)cc2)C(=O)OC1(C)C	-0.3	2	-11	6	-1	2	-6	-5	2
COc1ccc(N2CCN(C(=O)C3CC(O)CN3S(=O)(=O)c3ccc([N+](=O)[O-])cc3)CC2)cc1 (configuration not stated)	1.9	-3	4	-6	3	-2	-2	-2	0
CN1CCN(CCCNC(=O)c2cc3c(=O)oc4ccccc4c3s2)CC1	-0.8	0	-2	9	-1	3	-2	-4	-3
CCN(CC(=O)Nc1ccccc1C(F)(F)F)C(=O)c1cc(S(=O)(=O)N(C)C)ccc1N1CCCC1	1.5	1	1	-7	0	13	-1	-2	-3
COc1ccc(CN(C)C(=O)Cc2ccc(OC)c(S(=O)(=O)N3CCOCC3)c2)cc1	-1.4	1	1	0	-1	5	-10	0	-5
c1ccc(-c2nc(-c3ccco3)n3ccccc23)cc1	-1.9	3	1	-15	24	-15	15	28*	1
O=C(CSc1nc2c(cnn2-c2cccc(Cl)c2)c(=O)[nH]1)NCC1CCCO1 (configuration not stated)	2.7	x	1	-9	3	-1	x	x	-1
COC(=O)C(NC(C)=O)(Nc1cccc(C)n1)C(F)(F)F (configuration not stated)	-0.1	-2	4	1	-1	0	-1	1	-1
O=C(/C=C/c1ccc(Br)cc1)NCCCn1ccnc1	2.6	-4	-2	2	38	5	-3	0	0
COc1cccc(OCc2cc(C(=O)N(C)C3CCOCC3)no2)c1	0.8	-4	-3	10	0	7	0	-4	1
Cc1cc2cc(C(c3nnnn3C3CCCC3)N(Cc3cccnc3)Cc3ccco3)c(=O)[nH]c2cc1C (configuration not stated)	-0.2	-1	2	-3	-2	2	11	2	0
O=C(Nc1ncc(Cc2cccc(Cl)c2)s1)c1ccc([N+](=O)[O-])cc1	1.2	1	-1	4	1	-5	2	-2	3
Cc1ccc(C(C(=O)NCC2CCCO2)N(C(=O)c2snc(C(N)=O)c2N)c2ccccc2F)o1 (configuration not stated)	2.0	19*	-3	-4	6	-14	-12	-1	1
COc1ccc(C(=O)Nc2c(N)nc(SCC(=O)N3CCC(C)CC3)[nH]c2=O)cc1	0.2	3	-3	-1	0	-10	-6	1	0
CSc1ncccc1C(=O)N(C)CC(=O)Nc1cccc(F)c1	1.5	-2	0	1	-3	-1	-4	-1	-2
CCCn1c(NC(=O)C2CCN(C(=O)c3ccccc3C)CC2)nc2ccccc21	-0.9	-1	3	1	-1	3	2	1	4
Cc1cccc(N2CCN(C(=O)c3oc4ccc(Br)cc4c3C)CC2)c1C	x	x	3	4	9	-6	x	x	x
O=C(CSCc1c(Cl)cccc1Cl)NCc1ccco1	-1.1	-3	5	9	-6	1	-2	-1	-2
CC(=O)NC(C(=O)N1CCC(c2nc3ccccc3s2)CC1)C(C)C (configuration not stated)	3.2	2	-6	-5	7	5	3	-1	-3
Cc1cccnc1NC(=O)c1ccc(Br)o1	-1.1	2	3	10	0	-8	2	-1	-1
COC(=O)c1ccc(/C=C/C(=O)OCC(=O)Nc2ncc(Cl)cc2Cl)cc1	2.5	x	29	-3	12	4	x	x	-1

An excerpt from above in order of their number in PAFAH2 inh, descending.
| Molecule | PAFAH2 inh |
| --- | --- |
| O=C(CSCc1c(Cl)cccc1Cl)NCc1ccco1 | 5 |
| Cc1cccc(N2CCN(C(=O)c3oc4ccc(Br)cc4c3C)CC2)c1C | 3 |
| CSc1ncccc1C(=O)N(C)CC(=O)Nc1cccc(F)c1 | 0 |

Continued:
structure	PP5 primary	CTSL1 counter	PAFAH2 inh	proCasp7 act	AHR activator	procasp3 activ	core dimer inh	TPT1 inh	PP1 counter
CN1CCN(C(=O)c2ccc(-c3cccs3)s2)CC1	0.7	-4	x	2	-3	-7	1	-2	-3
CC(C)C(NS(=O)(=O)c1cccc2nsnc12)C(=O)Nc1nc2ccc(Cl)cc2s1 (configuration not stated)	3.9	-1	-3	5	0	1	9	7	-3
COn1c(-c2ccccc2)nc2ccc(Cl)cc21	0.3	-1	-7	3	4	-3	2	0	-4
COc1cccc(COC(=O)Cc2ccc(S(=O)(=O)N3CCOCC3)s2)c1OC	0.7	x	-2	3	0	9	x	x	-1
Cc1ccccc1-c1cc(C(=O)NCc2ccc(OC(F)(F)F)cc2)n(CC2CC(c3cccnc3)=NO2)n1 (configuration not stated)	x	x	-7	-4	-1	-2	x	x	x
CC1(C)c2[nH]c3ccccc3c2C[C@H]2C(=O)N(CCCCCO)CC(=O)N21	0.3	-4	0	-2	2	11	10	0	-4
CCOc1ccc(CCNC(=O)CCS(=O)(=O)c2ccc(OC)cc2)cc1OCC	-1.8	6	0	-3	2	4	1	-1	1
O=C(O)COc1ccc2c(c1)O/C(=C\c1cccs1)C2=O	0.2	1	-1	-7	-1	-2	-6	1	-1
CN1CCC=C(C(=O)N2c3ccccc3Sc3ccc(Cl)cc32)C1	-0.1	0	0	-3	23	3	-6	4	-2
CSC(=NC#N)N1CCN(c2ccc(Cl)cc2)CC1	-0.9	4	5	9	73*	-6	-2	0	-1
COCCCNC(=O)c1cc2c(=O)n(C)c3ccccc3c2n1C	1.8	-1	-2	14	0	8	-1	-2	-3
N#Cc1c(NC(=O)c2ccc(Br)o2)n(-c2ccccc2)c2nc3ccccc3nc12	11*	11	16	-19	36	-9	21	13	9
Cc1ccc2nc(C)cc(OCC(=O)O)c2c1	-1.5	-2	-2	2	-1	7	1	-2	0
COc1ccc(NS(=O)(=O)c2cc3c(cc2C)N(C(C)=O)CCO3)cc1	-0.4	-1	1	8	4	-15	-14	-4	-1
O=C(NC1CCN(S(=O)(=O)c2ccc(Cl)c(F)c2)CC1)c1cccnc1	3.2	0	-5	0	0	7	-2	1	-2
COc1ccccc1OC(=O)c1ccc2nsnc2c1	0.1	-1	-3	11	0	3	-6	-1	1
O=C1c2[nH]nc(-c3ccccc3O)c2C(c2ccc(F)cc2)N1CC1CCCO1 (configuration not stated)	3.0	0	2	1	36	1	3	2	-1
CCSc1nnc(CNC(=O)C23CC4CC(CC(C4)C2)C3)n1Cc1ccccc1	3.2	-1	8	4	0	-3	6	4	-2
Cc1ccc(S(=O)(=O)NCCC(c2ccccc2)c2ccccc2)cc1C(=O)O	-0.8	-4	-1	3	0	3	5	-1	5
O=C(Nc1nnc(SCC(=O)N2CCCCC2)s1)C1CCCCC1	1.2	-3	-3	5	8	-12	2	2	-3
Cc1ccc(OCc2cc(C(=O)N3CCN(CC(=O)NC(C)C)CC3)no2)cn1	-1.7	-6	4	7	1	-3	4	-1	2
COCCNC(=O)C(c1ccc(C)o1)N(C(=O)c1snc(C(N)=O)c1N)c1cc(C)cc(C)c1 (configuration not stated)	0.9	4	0	5	2	-2	-1	-2	-1
COC(=O)C(CCSC)NC(=O)c1cc2c(n(-c3ccc(C)cc3)c1=O)CCCC2=O (configuration not stated)	2.2	-1	8	-2	1	-10	0	-4	-1
Nc1nn2c(-c3ccccc3)cc(=O)[nH]c2c1N=Nc1ccc(O)cc1	2.8	3	29	-21	2	-6	-43	7	28*

Entries listed above that bear a hit mark in TPT1 inh:
| SMILES | PP5 primary | PAFAH2 inh | AHR activator | procasp3 activ | core dimer inh | TPT1 inh |
| --- | --- | --- | --- | --- | --- | --- |
| c1ccc(-c2nc(-c3ccco3)n3ccccc23)cc1 | -1.9 | 1 | 24 | -15 | 15 | 28* |

The list goes on.
structure	PP5 primary	CTSL1 counter	PAFAH2 inh	proCasp7 act	AHR activator	procasp3 activ	core dimer inh	TPT1 inh	PP1 counter
COC(=O)/C=C1/SC(=NC(=O)c2ccccc2)NC1=O	0.1	4	-3	-23	5	-5	-1	-2	0
COc1ccc(NC2CC(=O)N(c3cccc(C)c3)C2=O)cc1 (configuration not stated)	-1.1	-1	47*	6	-1	-6	-5	2	-4
O=C(Nc1cccc([N+](=O)[O-])c1)c1cc(S(=O)(=O)Nc2ccccn2)ccc1Cl	-3.4	1	9	6	-2	5	8	1	-2
C/C(=N/NC(=O)c1ccoc1C)c1cccc(NC(=O)C2CC2)c1	3.7	0	8	-1	9	-2	-1	-1	3
Cc1ccc2nc(NCc3ccccc3)c(C=NCc3ccccc3)c(=O)n2c1	2.6	2	-12	-1	1	7	5	-1	-1
COc1ccc(CCNC(=O)C(=O)NCc2ccc(Cl)cc2)cc1OC	1.9	-2	11	2	7	-1	1	-7	-1
N/C(CC(=O)Nc1ccc(F)c(Cl)c1)=N\OC(=O)c1cccs1	2.7	4	48*	-4	4	0	-3	-7	1
COc1ccc(C2(C(=O)c3ccccc3)C(=O)c3ccccc3C2=O)cc1	-0.4	1	8	-2	1	-4	-13	-5	-2
O=C1Nc2ccc(Cl)cc2C12Nc1ccccc1-c1nnc(SCc3ccccc3F)nc1O2 (configuration not stated)	-0.7	1	-1	2	6	-6	3	1	-2
Cc1ccc(S(=O)(=O)N2CCN(Cc3ccco3)CC2)cc1C	0.5	2	3	9	1	0	-6	1	-4
COc1ccc(C2=NN(C3=NN=C(N)Cc4ncnn43)C(O)(C(F)(F)F)C2)cc1 (configuration not stated)	-2.1	4	1	6	10	-5	-6	-2	1
O=C(Cc1ccccc1)NNC(=O)C1CCCC1	-1.2	9	3	-3	3	5	-3	-3	3
Cc1ccc(CS(=O)Cc2ccc(C(=O)NCc3ccc4c(c3)OCO4)o2)cc1 (configuration not stated)	1.1	-4	8	4	2	7	0	1	-2
O=C(CC(=O)N/N=C/c1cccs1)NCc1ccccc1	3.4	1	-4	2	3	1	-1	-3	1
O=c1c2c(-c3ccccc3)csc2ncn1/N=C/c1ccc(O)c([N+](=O)[O-])c1	1.9	0	3	-2	1	5	-3	-7	-4
COc1cccc(/C=N/NC(=O)C(=O)NCc2cccnc2)c1O	2.6	-2	6	2	2	0	-7	-3	-2
O=C(NN1C(=O)c2ccccc2NC12CCCCC2)c1ccccc1	2.8	-2	2	2	3	1	-3	-5	1
CCC(C)NC(=O)C1CCN(S(=O)(=O)c2ccc3[nH]c(=O)ccc3c2)CC1 (configuration not stated)	4.2	0	7	-3	0	-3	-3	-1	-5
Cc1csc(=O)n1CCC(=O)OCC(=O)NCc1ccc(Cl)cc1Cl	1.2	-5	6	2	0	1	-5	2	0
CCOc1ccc(-c2nc(N)ncc2-c2ccc(Cl)cc2)c(O)c1	4.0	-1	3	7	19	-1	-4	4	0
O=C(Nc1cccnc1)c1cc(-c2ccccc2)on1	-0.9	3	6	10	4	11	-1	-7	-2
